CHRM1 antagonist = human M1 muscarinic receptor antagonists, primary screen, CHO-K1 cells, Fluo-8 calcium fluorescence, 1536-well | 360,000 tested, 1.3% active | CHO-K1 hM1, ACh EC80 antagonist | inhibition, % at 3 µM;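 active means percent inhibition above its own plate's cutoff, namely the mean of that plate's compound wells plus 3 SD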;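 further: peak over basal fluorescence ratio during 140 s after agonist addition; 0% = ACh EC80 plus DMSO and 100% = DMSO alone without agonist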
CHRM4 antagonist = human M4 muscarinic receptor antagonists, primary screen, CHO cells, Fluo-8 calcium fluorescence | CHO-hM4 cells, ACh EC80 | AID 624125, 2012 | inhibition, % at 3 µM | 360,000 tested, 0.73% active | Muscarinic acetylcholine receptor M4 (Homo sapiens), P08173;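 active means inhibition above its plate's cutoff, the mean inhibition of sample wells plus 3 SD, cut at about 27% in these data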;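 further: 0% = acetylcholine EC80 with DMSO and 100% = DMSO without agonist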
M4 ag = human M4 muscarinic receptor agonists, primary screen, CHO-K1 cells, Fluo-8 calcium fluorescence; 360,000 tested, 0.14% active; activation, % at 3 µM; Muscarinic acetylcholine receptor M4 (Homo sapiens), P08173; CHO-K1 hM4/Gqi5; vehicle 0%, full acetylcholine response 100%;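 active means activation above the run mean over all test wells plus 3 SD, cut at about 32% in these data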;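 further: peak over basal fluorescence ratio per well then scaled between controls; 0% = DMSO wells and 100% = acetylcholine at EC100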
M1 PAM = human M1 muscarinic receptor positive allosteric modulators, primary screen, CHO-K1 cells, Fluo-8 calcium fluorescence, 1536-well. Muscarinic acetylcholine receptor M1 (Homo sapiens), P11229. CHO-K1 hM1, ACh EC20; 0% = ACh EC20, 100% = maximal ACh. activation, % at 3 µM. 360,000 tested, 0.088% active. AID 588819, 2011; in the data active means activation above about 19%, passing the limit was not always enough
M5 ag = human M5 muscarinic receptor agonists, primary screen, CHO-K1 cells, Fluo-8 calcium fluorescence; Muscarinic acetylcholine receptor M5 (Homo sapiens), P08912; CHO-K1 hM5 cells; 0% DMSO wells, 100% maximal acetylcholine response; activation, % at 3 µM; 360,000 tested, 0.19% active; AID 624037, 2012;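 active means activation above the run's mean over test compounds plus 3 SD, cut at about 23% in these data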;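 further: signal is peak over basal fluorescence ratio across the kinetic read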
Target sequence (P08912 whole entry, looked up): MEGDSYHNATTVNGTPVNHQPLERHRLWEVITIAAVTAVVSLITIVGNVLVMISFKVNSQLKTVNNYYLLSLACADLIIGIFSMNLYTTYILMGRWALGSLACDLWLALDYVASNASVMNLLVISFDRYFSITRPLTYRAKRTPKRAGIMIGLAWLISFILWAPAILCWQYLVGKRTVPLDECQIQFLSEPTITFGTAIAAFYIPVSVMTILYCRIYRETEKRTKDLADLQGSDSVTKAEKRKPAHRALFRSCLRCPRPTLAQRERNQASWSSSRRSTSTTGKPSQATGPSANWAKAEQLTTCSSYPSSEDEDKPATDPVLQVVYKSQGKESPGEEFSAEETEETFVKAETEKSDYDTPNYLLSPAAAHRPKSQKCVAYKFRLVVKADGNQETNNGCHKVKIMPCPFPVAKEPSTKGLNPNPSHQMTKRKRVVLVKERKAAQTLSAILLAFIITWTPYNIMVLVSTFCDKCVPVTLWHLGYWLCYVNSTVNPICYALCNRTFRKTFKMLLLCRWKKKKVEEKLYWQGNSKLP
CHRM5 antagonist = human M5 muscarinic receptor antagonists, primary screen, CHO cells, Fluo-8 calcium fluorescence | 360,000 tested, 0.59% active | CHO-hM5 cells, ACh EC80 | Muscarinic acetylcholine receptor M5 (Homo sapiens), P08912 | inhibition, % at 3 µM | AID 624040, 2012;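 active means inhibition above a per-plate cutoff, the mean of that plate's test compounds plus 3 SD, cut at about 27% in these data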;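 further: 0% = acetylcholine EC80 with DMSO and 100% = DMSO without agonist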
TAAR1 agonist = human TAAR1 agonists, primary screen, Fluo-8 calcium fluorescence, CHO RD-HGA16 cells; Trace amine-associated receptor 1 (Homo sapiens), Q96RJ0; vehicle wells 0%, saturating PEA agonist 100%; activation, % at 3 µM; 360,000 tested, 0.99% active;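 active means activation above the mean activation of all test compounds in the run plus 3 SD, cut at about 38% in these data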
Target sequence (Q96RJ0 whole entry, looked up): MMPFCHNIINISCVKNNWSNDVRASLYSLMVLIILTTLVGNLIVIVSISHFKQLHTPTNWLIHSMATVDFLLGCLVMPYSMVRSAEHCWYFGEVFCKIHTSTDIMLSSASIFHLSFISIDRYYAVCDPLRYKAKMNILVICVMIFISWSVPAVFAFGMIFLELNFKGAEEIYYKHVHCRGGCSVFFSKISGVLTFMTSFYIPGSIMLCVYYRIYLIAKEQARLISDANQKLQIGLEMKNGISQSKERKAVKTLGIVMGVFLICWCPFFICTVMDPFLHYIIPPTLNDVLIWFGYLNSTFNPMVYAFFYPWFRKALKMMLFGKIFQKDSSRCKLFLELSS
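Test system: RD-HGA16 (CHO) cells co-expressing Gα16 and hTAAR1 / Benchmarks: DMSO vehicle as 0%, PEA at EC100 as 100% / Repeats: no replicates (n 1) / Measure: % activation from peak over basal fluorescence ratio, DMSO-to-PEA scaled / Timing: 17-24 h plating, Fluo-8 75 min 37 °C, 30 min RT / Technique: kinetic Fluo-8 calcium fluorescence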
M5 PAM = human M5 muscarinic receptor positive allosteric modulators, primary screen, CHO-K1 cells, Fluo-8 calcium fluorescence | 360,000 tested, 0.3% active | CHO-K1 hM5, ACh EC20 PAM; 0% = ACh EC20, 100% = ACh EC100 | activation, % at 3 µM | Muscarinic acetylcholine receptor M5 (Homo sapiens), P08912;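 active means activation above the run cutoff, the mean activation of all test compounds plus 3 SD, cut at about 18% in these data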
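System: CHO-K1 hM5 cells. Reagent: acetylcholine, EC20 level. Compound dosing: single dose, 3 µM nominal final test concentration. Timing: Post-acetylcholine fluorescence recording 140 s. Detection: Fluo-8 calcium fluorescence. Read-out: % activation, ACh-normalized. Benchmarks: ACh EC20 and EC100 wells. Repeats: singlicate, one well per test compound.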
M1 ag = human M1 muscarinic receptor agonists, primary screen, Fluo-8 calcium fluorescence, CHO-K1 cells, HTS; CHO-K1 hM1, agonist mode; 0% DMSO, 100% acetylcholine EC100; activation, % at 3 µM; 360,000 tested, 0.33% active; Muscarinic acetylcholine receptor M1 (Homo sapiens), P11229;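 active means activation above the run's mean compound activation plus 3 SD, cut at about 16% in these data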;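 further: peak over basal fluorescence ratio within a 140 s kinetic read after compound addition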
The depositor's hits bear a star; x = not tested or not shown.

Every second line gives: CHRM1 antagonist	CHRM4 antagonist	M4 ag	M1 PAM	M5 ag	CHRM5 antagonist	TAAR1 agonist	M5 PAM	M1 ag
> CCOC(=O)c1cc2c(C(F)(F)F)cc(-c3ccccc3)nc2o1
 : -3.4	-15.3	0.8	3.3	-0.9	-3.5	4.3	4.6	-3.6
> Oc1ccc(C[C@H]2CN([C@@H](Cc3ccc(O)cc3)CN3CCC[C@@H]3CN3C(=S)NC[C@@H]3Cc3ccccc3)C(=S)N2CC2CCCCCC2)cc1
 : -6.8	1.6	1.4	7.0	-2.2	8.4	3.3	-5.0	-7.5
> COCCCn1c2nc3ccccc3nc2c2c(=O)n(CC3CCCO3)cnc21 (centres undefined)
 : 2.1	-4.1	0.9	-1.5	1.4	-0.8	5.6	-1.9	-2.7
> CCOC(=O)C1=C(C)NC(C)=C(C(=O)OCC)C1C(=O)OCC(=O)NCc1ccccc1OC
 : -7.4	-8.2	10.6	2.1	-7.2	-1.5	6.2	0.1	-1.4
> Brc1ccc(-c2noc(CCc3ccccc3)n2)cc1
 : -0.3	4.9	-0.3	2.7	-2.2	-1.7	5.6	6.2	-5.3
> CN(CCO)c1cc(N2CCCCC2)c2nonc2c1[N+](=O)[O-]
 : -9.2	-7.3	-0.1	6.0	-3.5	-8.1	2.4	6.2	-8.7
> O=C1S/C(=C/c2ccc(N3CCOCC3)o2)C(=O)N1Cc1c(F)cccc1Cl
 : 7.4	19.5	2.5	7.5	6.2	-0.9	10.2	11.4	-1.9
> O=c1c2cnn(-c3ccccc3)c2ncn1Cc1ccco1
 : -2.2	14.3	1.8	1.0	-0.2	9.0	2.8	-1.3	-3.1
> CC(C)Oc1ccc(S(=O)(=O)N2CCOCC2)cc1NC(=O)C(C)Oc1ccc(F)cc1 (centres undefined)
 : -8.3	-5.0	1.8	11.5	-2.3	5.3	0.1	-6.3	-2.5
> CC1CN(c2nc(Nc3ccccc3)nc(N)c2[N+](=O)[O-])CC(C)O1 (centres undefined)
 : -9.4	-9.8	9.2	3.4	1.2	14.0	-1.8	-7.2	-2.4
> O=c1c2ccccc2nc(SCc2cc([N+](=O)[O-])cc3c2OCOC3)n1-c1ccccc1
 : -14.2	-12.3	0.9	12.2	0.0	4.3	0.0	-5.0	-5.1
> CC/C(=N\OC(=O)c1ccc(OC(C)C)cc1)c1ccc(C)cc1
 : -19.1	3.4	-0.8	1.0	-3.6	7.3	5.8	-5.0	-4.7
> Cc1ccccc1NS(=O)(=O)c1cc(C(=O)Nc2ccccc2-c2ccccc2)ccc1Cl
 : 3.0	0.7	-1.3	-6.3	-2.1	0.5	0.9	-0.7	-7.3
> O=C(/C=C\c1ccccc1[N+](=O)[O-])Nc1ccccc1
 : -2.8	8.3	6.1	6.5	-4.2	6.4	1.4	-6.0	-4.7
> COCCn1nnnc1C(c1cccc(C(F)(F)F)c1)N1CCN(Cc2ccccc2)CC1 (centres undefined)
 : -6.8	8.0	0.9	4.1	1.6	-2.8	10.1	2.8	-3.1
> O=C(CCN1CCN(CC(=O)Nc2ccccc2F)CC1)Nc1ccccc1F
 : -0.9	-3.6	0.9	0.5	-6.1	-14.0	-0.1	-3.4	-5.6
> CCn1cc(C(=O)NCc2ccc3c(c2)OCO3)c2cc(OC)c(OC)cc2c1=O
 : -1.2	-6.8	0.9	2.2	-1.8	6.8	3.0	-1.3	-3.3
> Cc1ccc(C)c(N2CCN(C(=O)c3ccc(CS(=O)(=O)c4ccccc4C)o3)CC2)c1
 : 18.3	14.0	10.3	-3.8	-0.5	19.6	16.2	-18.3	-0.6
> CCOc1cc(C(c2c(C)[nH][nH]c2=O)c2c(C)[nH][nH]c2=O)ccc1OC(=O)c1cccc([N+](=O)[O-])c1
 : 4.1	10.5	0.5	-8.0	-1.0	1.4	6.9	-2.2	-2.8
> CC1C(=O)Nc2ccc(S(=O)(=O)NCCc3ccc(Cl)cc3)cc2NC1=O (centres undefined)
 : -16.1	-9.6	0.0	8.4	-0.3	-1.7	8.2	-2.5	-3.1
> COc1ccc2cc(CCNC(=O)C3CC3)c(=O)[nH]c2c1
 : -6.8	3.0	1.4	7.4	-0.4	3.9	3.7	0.2	-3.5
> CC(=O)C1=C(O)C(=O)N(Cc2cccnc2)C1c1ccccc1 (centres undefined)
 : 9.1	8.5	-0.7	-2.1	-1.0	4.2	13.4	-2.4	-5.7
> COc1ccccc1OCC(=O)NCCCn1ccnc1
 : -3.1	2.6	0.2	3.8	-1.0	-4.7	4.2	0.5	-11.7
> COc1ccc(-c2cnc3c(NC=O)cc(-c4ccccc4)cn23)cc1OC
 : 11.3	1.0	-0.1	-9.0	0.0	0.8	0.2	-1.1	-2.9
> CC1=C(C(=O)OCc2ccccc2)C(c2ccc(Cl)cc2Cl)NC(=O)N1CCCC(=O)O (centres undefined)
 : -3.1	23.9	0.3	6.1	0.9	9.2	x	1.1	-3.4
> CC(C)(C)c1nnc2sc(SCC(=O)c3ccc(Cl)cc3)nn2c1=O
 : 7.3	5.8	1.1	-3.9	1.4	4.9	x	0.0	-4.2
> CCC1=NN(C(=O)COc2ccccc2)C(O)(c2ccncc2)C1 (centres undefined)
 : -5.3	-7.8	0.8	1.2	-2.0	-8.7	5.2	1.6	-7.7
> CN1CCCN(S(=O)(=O)c2ccccc2)CC1
 : 33.1*	6.1	1.0	-21.8	-1.2	5.4	0.0	-6.3	-11.5
> CCn1nnc2cc(C(=O)O)ccc21
 : -8.1	3.8	0.4	6.3	1.8	-0.3	1.0	7.5	-1.9
> CCCCN1/C(=C/c2cccc[n+]2C)Sc2cc(NC(C)=O)ccc21
 : -7.9	9.4	0.4	7.6	-3.0	13.6	1.0	-2.4	-7.0

A few values from the entries so far.
Cc1ccc(C)c(N2CCN(C(=O)c3ccc(CS(=O)(=O)c4ccccc4C)o3)CC2)c1 in M1 ag is entered as -0.6
CCn1nnc2cc(C(=O)O)ccc21 in CHRM5 antagonist is entered as -0.3

Additional entries follow:
Every second line gives: CHRM1 antagonist	CHRM4 antagonist	M4 ag	M1 PAM	M5 ag	CHRM5 antagonist	TAAR1 agonist	M5 PAM	M1 ag
> O=C(NC(=S)Nc1ccc(Cc2ccncc2)cc1)c1ccccc1Cl
 : -6.7	0.4	1.3	6.9	0.8	-7.0	9.1	-2.2	-4.2
> COc1cc(NC(=O)c2ccccc2F)c(OC)cc1NC(=O)CN1CCCCC1
 : -8.2	-8.1	1.9	10.8	-2.5	4.6	-5.1	7.4	-5.2
> Cc1ccc(-c2nc(N)sc2CC(=O)OCC(=O)N2C(C)CCCC2C)cc1 (centres undefined)
 : -6.3	-4.6	-0.6	4.1	-2.3	4.8	-0.7	-6.1	-5.8
> Cn1c(NN)nc2ccccc2c1=O
 : 3.3	-4.3	0.5	3.3	-1.2	1.4	0.1	4.5	-1.1
> Cc1ccc(S(=O)(=O)N2C[C@H]3[C@H]4C(=O)N(c5ccccc5)C(=O)[C@H]4C[C@H](OC(=O)Nc4c(C)noc4C)[C@@]3(O)C2)cc1
 : -10.6	2.7	0.7	4.7	-0.4	-2.0	1.6	-0.6	-2.1
> CN(C)CCC(=O)N1c2ccccc2Sc2ccc(C(F)(F)F)cc21
 : 99.0*	98.8*	1.5	-29.2	-22.8	100.2*	5.7	-32.2	-8.6
> CC(C)C(c1nnnn1Cc1ccc(F)cc1)N1CCC(C(N)=O)CC1 (centres undefined)
 : -1.4	-3.0	1.1	-0.8	-2.1	-8.8	2.7	-4.4	-6.6
> COc1ccc(NC(=O)Nc2cccc3c2O[C@H](CN(C)C(=O)NC(C)C)[C@@H](C)CN([C@H](C)CO)C3=O)cc1
 : 19.3	-10.9	0.6	9.2	1.8	6.2	1.8	1.5	1.2
> CCn1c(CNC(=O)c2ccccc2OC)nnc1SCC(=O)c1ccc(F)cc1
 : -13.3	8.7	0.9	9.2	2.8	3.6	2.7	-0.9	-2.8
> COc1ccc(COC(=O)C2=C(C)NC(=O)NC2c2ccccc2)cc1 (centres undefined)
 : -14.2	-12.1	2.9	6.6	-1.7	0.1	2.1	10.2	-1.7
> CC(=O)c1ccc(N(C(=O)CNC(=O)c2ccco2)C(C(=O)NC2CCCC2)c2ccc(C)o2)cc1 (centres undefined)
 : -11.7	-1.8	1.7	4.6	-3.6	10.5	-0.3	-2.4	-1.9
> COc1cccc(N2[C@@H](CC(=O)O)c3ccc(/C=C/C(=O)O)cc3S2(=O)=O)c1
 : 1.0	16.3	-0.3	0.8	0.8	15.7	1.8	-4.5	-1.1
> CCOC(=O)C1CCN(C(=O)c2cc(COc3ccc(F)cc3F)on2)CC1
 : 8.0	6.7	2.9	3.9	-0.8	-1.5	-1.3	-1.9	0.6
> CCCSCC(=O)Nc1ncc2c(n1)-c1ccccc1CC2
 : 1.4	-3.8	1.7	-4.8	-1.5	7.3	2.8	-1.6	-8.2
> CCC(C)(C)NC(=O)COc1ccc(C(=O)c2ccccc2)cc1
 : 2.5	5.1	1.1	2.8	3.4	-4.1	6.6	0.8	-1.2
> CCCCc1ccc(NC(=O)N[C@@H](C)C(=O)O)cc1
 : -13.9	-4.3	0.2	7.6	-1.1	7.2	4.5	-6.8	-0.8
> Cc1cc(Br)ccc1NC(=O)CN(C)C(=O)CSC(=S)N1CCCC1
 : -8.6	-4.6	1.6	3.8	-0.4	-0.7	10.6	1.6	-5.9
> COc1cccc(C(=O)CSc2nnc(-c3cc(OC)cc(OC)c3)o2)c1
 : 1.4	14.0	0.8	3.1	3.6	6.3	-0.3	-4.0	-1.1
> Cc1csc2c(N3CCN(C(=O)Nc4ccc(OC(F)(F)F)cc4)CC3)ncnc12
 : 16.6	-8.6	12.9	-12.7	-1.7	12.4	4.0	-20.6	0.1
> CC(=O)c1ccc2c3c(cc(C)c2c1)CCCC3
 : -15.9	4.4	-1.0	14.5	-6.5	13.0	-1.8	-2.6	-4.8
> CSc1ccccc1C(=O)N1CCc2ccc(NC(=O)c3ccccn3)cc2C1
 : -0.6	4.3	9.8	-2.2	2.1	9.4	6.8	-7.5	0.6
> O=C1CCCC(NCCCCCCNC2=C([N+](=O)[O-])C(=O)CCC2)=C1[N+](=O)[O-]
 : -11.5	-2.2	0.3	9.2	-1.2	-1.3	4.3	1.0	-5.6
> CC1CCCN(C(=O)c2ccc(Br)c(S(=O)(=O)N3CCOCC3)c2)C1 (centres undefined)
 : -6.1	-6.8	1.4	6.5	4.5	8.0	5.7	-4.5	-0.7
> Cn1c(=O)c2c(ncn2CCC(=O)N/N=C/c2ccncc2)n(C)c1=O
 : 13.6	-12.0	0.0	-6.0	1.9	6.3	0.2	-2.5	-2.4

Some of the compounds tested (hit frequency here may not be typical).
